# KOR beta-arrestin-1 = KOR antagonists, beta-arrestin recruitment, cell-based, luminescence, uHTS (AID 1778). KOR beta-arrestin recruitment, luminescence, antagonist mode; higher % means a stronger effect. inhibition, % at 10 µM; hits with a dose series show IC50 in µM. actives 0.091% (n = 290,000); in the data active = inhibition above about 50%; note: strong numbers were not always called active
# HIV fusion peptide = cell-free HIV fusion peptide-binding blockers – biochemical, uHTS, fluorescence dequenching, primary screen (AID 1986) | cell-free peptide binding, fluorescence dequenching, 30 min; higher % means a stronger effect | inhibition, % at 20 µM, or IC50 in µM where a hit was titrated | actives 0.3% (n = 290,000); in the data active = inhibition mostly above about 52%, no sharp cut-off; inactive = mostly below about 76%; note: some results filed as inactive read as strong as hits
# NOD1 inhibition = inhibition of NOD1-driven NF-kB reporter – cell-based, luminescence, uHTS, primary screen (AID 1578). inhibition, % at 4 µM, or EC50 in µM where a hit was titrated. NOD1-driven NF-kB luciferase reporter cells, luminescence; higher % means a stronger effect. actives 1% (n = 290,000); in the data active = inhibition mostly above about 36%, no sharp cut-off; inactive = mostly below about 34%;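 note: HEK-293T reporter cells stimulated with the NOD1 agonist gamma-tri-DAP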
# NS5 inhibitors = flavivirus cap methylation enzyme inhibition – biochemical, confirmation dose response, primary screen (AID 588689) | Dengue-2 NS5 methyltransferase capping enzyme assay, biochemical; higher % means a stronger effect | inhibition, % at 25 µM, or IC50 in µM where a hit was titrated | actives 0.3% (n = 340,000); in the data active = a potency from the dose series; inconclusive = inhibition above about 29% without an active follow-up result
# GPR55 activation = selective activators of receptor GPR55 – imaging, U2OS cells, beta-arrestin-GFP redistribution, primary screen (AID 1961); U2OS GPR55 beta-arrestin-GFP redistribution imaging; higher % means a stronger effect; activation, % at 10 µM; hits with a dose series show EC50 in µM; actives 0.048% (n = 290,000);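 active = activation above 40% with more than 50 cells counted in the well; inconclusive = wells holding fewer than 50 cells, flagged as toxic or sparse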;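 note: U2OS osteosarcoma cells stably expressing GPR55 and beta-arrestin-GFP; plate controls were DMSO negative control for no effect and LPI positive control for full effect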
# West Nile antiviral = inhibition of WNV-induced cytopathic effect – cell-based, CPE readout (AID 1621) | actives 0.02% (n = 290,000) | West Nile virus-infected cells, CPE inhibition; higher % means a stronger effect | one-dose CPE inhibition, % at 10 µM; IC50 in µM for titrated hits; in the data active = a potency from the dose series; inconclusive = CPE inhibition mostly from about 3.7% at the one dose, without a potency; inactive = the rest, 99 in 100 with CPE inhibition below about 2.2%; note: strong numbers were not always called active
# KOR beta-arrestin-2 = KOR agonists, beta-arrestin recruitment, primary screen, cell-based, luminescence, uHTS (AID 1777); KOR beta-arrestin recruitment, luminescence; higher % means a stronger effect; actives 0.02% (n = 280,000); activation, % at 10 µM, or EC50 in µM where a hit was titrated; in the data active = activation above about 50%, passing the limit was not always enough; note: a part of the inactive calls stands beside numbers as strong as those of hits
# GPR55 antagonists = GPR55 antagonists blocking LPI-driven arrestin recruitment, primary screen, imaging, U2OS, beta-arrestin-GFP, LPI agonist (AID 2013); U2OS GPR55 beta-arrestin-GFP translocation imaging, LPI antagonism; higher % means a stronger effect; inhibition, % at 10 µM; hits with a dose series show IC50 in µM; actives 0.13% (n = 290,000);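 active = spots per cell inhibited over 60%, with over 100 cells counted and total cytoplasm intensity under 500,000; inconclusive = wells with under 100 cells, flagged as likely toxic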;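 note: U2OS cells stably carrying GPR55 and arrestin-GFP stimulated by 5 µM LPI near EC80; imaged beta-arrestin-GFP aggregate spots per cell after agonist stimulation; plate controls were LPI-stimulated DMSO wells for no effect and DMSO wells without LPI for full effect; some results filed as inactive read as strong as hits; confirmed hits need IC50 under 10 µM and bright autofluorescent wells are also inconclusive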
# GPR35 antagonists = inhibition of zaprinast-stimulated GPR35 beta-arrestin translocation – imaging, U2OS, beta-arrestin-GFP, zaprinast agonist, primary screen (AID 2058); inhibition, % at 10 µM; hits with a dose series show IC50 in µM; U2OS GPR35 beta-arrestin-GFP translocation imaging, zaprinast antagonism; higher % means a stronger effect; actives 0.052% (n = 290,000);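 active = inhibition of at least 50% with at least 30 cells and total cytoplasm GFP at most 10,000,000; inconclusive = under 30 cells or total GFP of 10,000,000 plus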
# NS5 inhibitors pilot replicate = recorded beside NS5 inhibitors, whose call it bears; inhibition, %; measured here: pilot screen replicate inhibition
# * marks the source's active call; other numbers are inactive results; ? = inconclusive; nt = not tested or not shown; [ ] = dose if it differs, or a comment. Only part of the results is shown (hit frequency here may not be typical).
SMILES,KOR beta-arrestin-1,HIV fusion peptide,NOD1 inhibition,NS5 inhibitors,GPR55 activation,West Nile antiviral,KOR beta-arrestin-2,GPR55 antagonists,GPR35 antagonists,others
CCOCCc1nnc(NC(=O)Cc2ccc(Br)cc2)s1,0%,2.2%,-27%,-6%,-0.1%,-0.2%,0.9%,-1%,-12%,
COc1ccc(N2CCN(C(c3ccccc3OC)c3nnnn3C3CCCC3)CC2)cc1 (centres undefined),-23%,-0.7%,-19%,-3%,-0.2%,-0.2%,-6.2%,9%,3%,
CCCCCCn1c(N2CCN(c3ccccc3)CC2)nc2c1c(=O)n(C)c(=O)n2C,-28%,-2.9%,-22%,-4%,-0.4%,-0.9%,5.5%,-7%,-14%,
Cc1ccc(-c2cn(-c3ccccc3)c(SCC(=O)NC3CCS(=O)(=O)C3)n2)cc1C (centres undefined),-9%,1.0%,-36%,-2%,0.3%,-0.8%,-3.5%,-10%,-19%,
Cc1cc[n+](-c2ccccc2)c2ccccc12,-14%,-1.5%,32%,-11%,1.1%,-1.8%,-1.7%,4%,1%,
COCCCNc1nc2ccccc2nc1NS(=O)(=O)c1cccc(Cl)c1,-28%,11%,-7%,11%,-0.1%,0.6%,5.6%,8%,-6%,
Cc1ccccc1OC(C)C(=O)Nc1cccnc1 (centres undefined),-27%,2.6%,-15%,-5%,-0.1%,0.1%,7.5%,11%,0%,
COc1ccc(-c2cc(C(F)F)n3ncc(C(=O)Nc4ccc(C(=O)N5CCOCC5)cc4)c3n2)cc1,-37%[20 µM],0.2%,3%,-2%,-0.1%,0.9%,-14%,16%,7%,
COC(=O)c1cc(S(=O)(=O)N2CCN(c3ccc(OC)cc3)CC2)cn1C,-2%,0.7%,34%,-7%,0.3%,-0.7%,-1.5%,-28%,12%,
Cc1ccc(OCCCC(=O)Nc2ccc(S(=O)(=O)Nc3cc(C)on3)cc2)cc1,-5%,0.7%,-1%,3%,-0.2%,0.7%,0.2%,9%,-4%,

# Two records drawn at random from those above:
SMILES,KOR beta-arrestin-1,HIV fusion peptide,NOD1 inhibition,NS5 inhibitors,GPR55 activation,West Nile antiviral,KOR beta-arrestin-2,GPR55 antagonists,GPR35 antagonists,others
COC(=O)c1cc(S(=O)(=O)N2CCN(c3ccc(OC)cc3)CC2)cn1C,-2%,0.7%,34%,-7%,0.3%,-0.7%,-1.5%,-28%,12%,
Cc1ccccc1OC(C)C(=O)Nc1cccnc1 (centres undefined),-27%,2.6%,-15%,-5%,-0.1%,0.1%,7.5%,11%,0%,

# The list continues.
SMILES,KOR beta-arrestin-1,HIV fusion peptide,NOD1 inhibition,NS5 inhibitors,GPR55 activation,West Nile antiviral,KOR beta-arrestin-2,GPR55 antagonists,GPR35 antagonists,others
CC(CC(=O)Nc1ccc(F)c([N+](=O)[O-])c1)c1ccccc1 (centres undefined),-9%,-2.3%,7%,5%,-0.3%,-1.1%,7.5%,-3%,-1%,
Cc1cc(C)cc(N(CCC#N)C(=O)COC(=O)c2ccccc2SCC(=O)N2CCCC2)c1,-8%,-1.0%,-2%,-7%,-0.1%,-0.4%,2.6%,-23%,9%,
CCOC(=O)Cn1c(=O)oc2cc(S(=O)(=O)NC3CCCc4ccccc43)ccc21 (centres undefined),0%,0.5%,-25%,0%,0.3%,0.1%,-7.3%,10%,14%,
CCOc1ccc(-c2nc(CSc3nnc(N)s3)cs2)cc1OC,18%,-1.1%,-17%,-13%,-0.1%,0.2%,4.0%,-12%,-7%,
Cc1ccccc1C(=O)Nc1ccnc(-c2ccncc2)n1,-12%,-1.2%,-22%,-7%,-0.3%,-0.5%,-3.7%,46%,-7%,
COc1cccc(-n2c(-c3ccccc3)c[nH]c2=S)c1,-2%,-2.1%,-5%,-7%,-0.2%,-0.8%,-1.6%,8%,8%,
COc1ccc(C(CCN2CCCCC2)c2c(OC)cc(OC)c3c(-c4ccccc4)cc(=O)oc23)cc1 (centres undefined),-8%,1.5%,-4%,6%,0.0%,-1.8%,-1.5%,18%,-7%,
O=C(CN1C(=O)c2ccccc2C1=O)N1CCCCC1,-4%,5.8%,-9%,13%,-0.3%,-0.2%,2.0%,-1%,-17%,
O=S(=O)(c1cccc(C(F)(F)F)c1)N1CCN(C(=S)NC2CC2)CC1,-26%,-1.5%,-23%,-7%,-0.2%,-1.1%,4.4%,8%,-14%,
COc1cc(/C=C/C(=O)NCc2ccccn2)cc(OC)c1OC,13%,-2.1%,-13%,-5%,0.4%,0.3%,-0.9%,2%,7%,
C/C(=N\NC(N)=O)C1(C)CCCCC1,6%,-2.2%,-3%,-6%,0.8%,0.5%,-5.7%,8%,33%,
COc1cccc(/C=N/NC(=O)CSc2ccccc2C)c1O,-9%,-2.2%,-38%,-2%,-0.1%,0.4%,-2.8%,5%,-5%,
COc1ccc(CCNC(=O)COC(=O)/C=C/c2ccc(OCC#N)c(OC)c2)cc1,-11%,1.4%,-31%,-3%,-0.2%,-0.1%,0.5%,1%,2%,
COc1cc(-c2noc(C)c2C#CC2(O)CCCCC2)cc(OC)c1OC,-58%[20 µM],0.4%,-15%,-6%,0.2%,-0.9%,1.5%,-2%,4%,
COC(=O)C(N)Cc1ccc(O)c(O)c1 (centres undefined),-19%,-1.8%,5%,-2%,-0.1%,0.0%,0.9%,-1%,-3%,
O=c1sc2ccccc2c(=O)n1Cc1ccccc1F,-38%,-0.6%,-33%,nt,-0.3%,-0.1%,3.1%,2%,1%,
COc1cccc(NC(=O)c2cc(OC)c(OC)c(OC)c2Br)c1,-19%,-0.1%,-21%,-5%,-0.3%,-0.5%,10%,8%,19%,
Cc1ccc2c(c1)C(C)CC(C)(C)N2C(=O)CN1CCN(C)CC1 (centres undefined),19%,1.5%,-3%,9%,0.3%,0.1%,0.4%,8%,24%,
COc1cccc(CNc2nc(-c3cccnc3)nc3ccccc23)c1,0%,0.6%,-32%,-5%,0.5%,-0.1%,-0.3%,13%,-2%,
CN1CC2=Cc3ccccc3OC23Oc2ccccc2C=C3C1,20%,2.3%,18%,-3%,1.6%,?,-2.2%,18%,13%,
COCCCNCCOCCOc1ccc(C)cc1Br,15%,6.3%,-8%,1%,-0.3%,-1.0%,-1.4%,-21%,13%,
Cc1cc(C)nc(SCCS(=O)Cc2ccc(Cl)cc2)n1 (centres undefined),10%,-1.5%,1%,4%,-0.2%,-0.4%,-0.1%,0%,7%,
O=C(Cc1ccccc1)Nc1ccc(NC(=O)c2ccco2)cc1Cl,0%,5.7%,-4%,-11%,-0.2%,0.5%,-4.7%,1%,9%,
O=C(Nc1cccc(Cl)c1N1CCCCC1)c1ccc2c(c1)OCCO2,33%,-0.6%,24%,2%,?,0.0%,-2.1%,7%,0%,
O=C(CN1CCN(Cc2ccc(F)cc2)CC1)Nc1ccccc1F,13%,-0.6%,8%,1%,-0.2%,-0.7%,-3.9%,-12%,-1%,
CNC(=O)c1sc(-c2ccc(Cl)cc2)nc1C,-18%,1.1%,-22%,2%,-0.2%,0.4%,4.2%,-4%,4%,
COc1ccc(Nc2ccncc2[N+](=O)[O-])cc1,6%,0.4%,32%,2%,0.1%,-0.3%,0.1%,2%,-16%,
CCOc1ccc(N(C(C)C(=O)N2CCCCCC2)S(C)(=O)=O)cc1 (centres undefined),-5%,1.0%,9%,1%,0.6%,-1.2%,0.6%,6%,0%,NS5 inhibitors pilot replicate=1.5
COC(=O)c1ccc2c(c1)C(=O)/C(=C/c1ccc(O)cc1)O2,20%,-5.4%,-29%,-14%,0.6%,-0.5%,0.0%,-6%,7%,
O=C(Nc1ccc(F)cc1)C1CC(=O)n2cnnc2N1 (centres undefined),-19%,-0.7%,-26%,-6%,2.1%,0.0%,0.8%,-4%,14%,
Cc1ccc(CN2C(=O)CCC2C(=O)NCc2ccco2)cc1 (centres undefined),1%,-0.8%,11%,-4%,0.3%,-0.1%,7.8%,6%,-7%,
CNc1nc(-c2ccccc2)nnc1C(F)(F)F,16%,-0.5%,-5%,-7%,0.0%,-0.2%,-4.0%,-10%,3%,
O=C(NCCc1ccccc1)c1cc(-c2ccc3c(c2)OCO3)on1,10%,-4.1%,-58%,-6%,-0.1%,0.2%,-2.2%,12%,-4%,
CCn1cc(C(=O)OCC(=O)c2cc(C)n(-c3ccccc3F)c2C)c(=O)c2ccc(C)nc21,-16%,-1.4%,11%,4%,0.4%,-1.2%,3.0%,10%,-5%,
COc1ccc(-c2nc(-n3c(C)c(C(C)=O)c(C(C)=O)c3C)sc2C)cc1OC,14%,-1.2%,-15%,-4%,0.5%,-0.5%,-7.7%,1%,16%,
c1ccc(CCSc2ncnc3nc[nH]c23)cc1,-25%,-1.3%,-2%,2%,0.1%,-1.2%,-0.4%,1%,16%,
C[C@]12C(=O)N(c3ccc(F)cc3)C(=O)N1[C@@H]1c3ccccc3OC[C@@H]1[C@H]2c1ccccc1,-43%[20 µM],1.6%,-23%,-15%,0.0%,-1.1%,44%,8%,6%,
COc1ccc(-c2cccc(C3CC=CC4C3C(=O)N(Cc3ccccc3)C4c3ccc(OC)c(Cl)c3)c2)cc1 (centres undefined),14%,2.1%,0%,-4%,-0.1%,0.7%,1.4%,1%,-10%,
CC(C)CC(=O)Nc1ccc(-c2cn3cccnc3n2)cc1,14%,7.6%,-4%,1%,0.0%,0.0%,-2.1%,11%,2%,
COc1ccc(-n2nc(C(=O)Nc3ccc4c(c3)OCO4)c3ccccc3c2=O)cc1,-11%,0.2%,-8%,3%,0.2%,nt,5.8%,6%,10%,
O=C(CC1SC(=Nc2ccccc2)N(Cc2ccccn2)C1=O)Nc1cccc(Cl)c1 (centres undefined),11%,1.5%,6%,-4%,-0.1%,-1.1%,18%,-12%,-17%,
Cc1ccc(-n2c(=O)[nH]c3cc(C(=O)NC4CCN(Cc5ccccc5)CC4)ccc3c2=O)cc1,19%,-1.1%,-4%,-9%,0.0%,-0.1%,0.2%,28%,-5%,
OC(c1cccc(OCc2ccccc2)c1)c1nnc(-c2ccccc2)o1 (centres undefined),-56%,-1.4%,27%,-6%,-0.4%,-0.4%,2.8%,1%,-2%,
COc1cc(C(F)(F)F)c(C(=O)N(C)Cc2cc(Cl)cc(Cl)c2)cn1,-8%,0.5%,-1%,-2%,-0.1%,-1.3%,4.2%,2%,3%,
CCOC(=O)c1c(NC(=O)c2ccc(Br)o2)sc2c1CCCC2,-16%,1.1%,-34%,-3%,-0.2%,0.5%,4.6%,9%,12%,
Cc1ccc(Cl)cc1NC(=O)CCCN1C(=O)c2cccnc2C1=O,34%,-1.8%,-1%,-4%,-0.3%,-0.1%,-5.4%,12%,16%,
Cc1cc(Cl)ccc1Oc1cccc(C(=O)/C(C#N)=C/N(C)C)c1,15%,0.1%,9%,-4%,-0.1%,0.1%,-7.7%,4%,12%,
